# Bioassay records as filed in PubChem BioAssay.
# hIAP inh: blocks human intestinal alkaline phosphatase. inhibition, % at 10 µM. AID 2544. P09923. purified IAP, CDP-Star luminescence, 30 min. 330,000 tested, 0.12% active;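 active = inhibition reaching a set limit with compound at 10 µM in the primary screen, cut at about 35% in these data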;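 also: plate controls were DMSO wells with enzyme for no effect and no-enzyme buffer wells for full effect; values of inactives mirror those of a sister screen read the other way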
# Target sequence (P09923 whole entry, looked up): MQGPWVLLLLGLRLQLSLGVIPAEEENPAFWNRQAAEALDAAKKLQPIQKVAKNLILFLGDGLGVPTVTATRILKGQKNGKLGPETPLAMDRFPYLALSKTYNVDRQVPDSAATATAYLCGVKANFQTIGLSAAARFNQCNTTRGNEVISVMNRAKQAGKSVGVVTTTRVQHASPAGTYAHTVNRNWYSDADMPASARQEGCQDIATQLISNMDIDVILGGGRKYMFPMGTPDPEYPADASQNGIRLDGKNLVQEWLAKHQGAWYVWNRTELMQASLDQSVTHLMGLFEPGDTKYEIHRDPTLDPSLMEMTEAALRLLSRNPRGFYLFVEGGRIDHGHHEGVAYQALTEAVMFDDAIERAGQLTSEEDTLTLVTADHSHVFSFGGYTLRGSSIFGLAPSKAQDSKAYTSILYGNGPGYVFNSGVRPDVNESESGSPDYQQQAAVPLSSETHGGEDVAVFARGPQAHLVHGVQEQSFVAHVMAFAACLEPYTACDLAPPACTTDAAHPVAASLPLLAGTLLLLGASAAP
# APOBEC3G inh: inhibitors of human APOBEC3G DNA deaminase | Q9HC16 | 330,000 tested, 0.28% active | AID 493012 | inhibition, % at 20 µM | recombinant A3G, ssDNA deamination FAM/TAMRA fluorescence;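 active = inhibition of at least 40% at 20 µM, with no more than 30% in the related APOBEC3A deaminase screen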;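 also: plate controls were DMSO wells with A3G for no effect and wells lacking A3G enzyme for full effect; some compounds called inactive have numbers as strong as hits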
# MIN6 prolif: MIN6 beta-cell proliferation induction; 330,000 tested, 0.29% active; proliferation, % at 10 µM; MIN6 cells proliferation, ATPlite luminescence, 48 h; cells starved in 0.2% serum; 100% = growth in 10% serum;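 active = compounds whose signal lies at least 3.5 SD above the mean of all wells on their plate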;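 also: 0% = DMSO-treated cells in low-serum medium and 100% = 10% serum control; some compounds called inactive have numbers as strong as hits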
# A3A deaminase: human APOBEC3A DNA deaminase inhibition; 330,000 tested, 0.41% active; recombinant A3A, FAM/TAMRA ssDNA deamination fluorescence; inhibition, % at 20 µM; AID 493011;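 active = at least 40% inhibition at 20 µM here, with at most 30% in a related deaminase screen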;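 also: plate controls were A3A with DMSO for no effect and wells lacking A3A enzyme for full effect; some results filed as inactive read as strong as hits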
# ATG4B inh: ATG4B (human) cysteine protease inhibition; ATG4B cleavage of LC3-PLA2, NBD-HPC fluorescence, 1 h; inhibition, % at 8.33 µM; 340,000 tested, 0.51% active; AID 504462; in the data active = inhibition above about 40%
# Target sequence (Q9Y4P1 whole entry, looked up): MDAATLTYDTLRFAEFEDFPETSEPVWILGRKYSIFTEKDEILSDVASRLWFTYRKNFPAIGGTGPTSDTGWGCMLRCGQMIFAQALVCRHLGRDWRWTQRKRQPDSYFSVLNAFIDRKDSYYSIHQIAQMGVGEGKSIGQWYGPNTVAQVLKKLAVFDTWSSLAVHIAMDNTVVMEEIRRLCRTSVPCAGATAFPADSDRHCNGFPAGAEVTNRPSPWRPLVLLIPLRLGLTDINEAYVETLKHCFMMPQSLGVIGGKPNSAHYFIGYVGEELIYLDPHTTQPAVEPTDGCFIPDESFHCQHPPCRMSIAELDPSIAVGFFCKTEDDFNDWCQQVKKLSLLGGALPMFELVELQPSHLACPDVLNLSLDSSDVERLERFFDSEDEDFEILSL
# mIAP act: increases mouse intestinal alkaline phosphatase activity | 330,000 tested, 0.24% active | muIAP, CDP-Star luminescence, 30 min; hits give high values; 1 = vehicle-only enzyme signal, 0 = enzyme-free wells | activation factor at 10 µM;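 active = activation factor of at least 2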; also: the source names both 10 and 20 µM as test concentration; values of inactives mirror those of a sister screen read the other way
#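 Assay system: mouse IAP enzyme; Reagent: CDP-Star chemiluminescent phosphatase substrate; Compound: DMSO-dissolved test compounds; Incubation: 30 min, room temperature; Technique: luminescence from enzymatic CDP-Star hydrolysis; Controls: DMSO-only wells and no-enzyme negative control.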
# mIAP inh: blocks mouse intestinal alkaline phosphatase. 330,000 tested, 0.2% active. AID 2806. inhibition, % at 10 µM. purified mouse IAP, CDP-Star luminescence, 30 min;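 active = inhibition of at least 40% at 10 µM in the primary screen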;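 also: plate controls were DMSO with enzyme for no effect and no enzyme wells for full effect; values of inactives mirror those of a sister screen read the other way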
# hIAP activ: increases human intestinal alkaline phosphatase activity; P09923; purified human IAP, CDP-Star luminescence, 30 min; hits give high values; 1 = vehicle-only enzyme, 0 = enzyme-free background; activation factor at 10 µM; 330,000 tested, 0.16% active;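 active = activation factor of the enzyme at least 2-fold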; also: the source names both 10 and 20 µM as test concentration; values of inactives mirror those of a sister screen read the other way
# MPTP block: permeability transition pore inhibition; isolated mouse mitochondria, Ca2+ swelling absorbance, 30 min; inhibition, % at 10 µM; 360,000 tested, 1.4% active; AID 602449;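 active = inhibition of 50% or more, scaled per plate between neutral and stimulator controls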;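 also: 0% = DMSO wells given calcium and 100% = 1 mM EGTA wells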
# Numbers without * were called inactive; · = no result given.
SMILES,hIAP inh,APOBEC3G inh,MIN6 prolif,A3A deaminase,ATG4B inh,mIAP act,mIAP inh,hIAP activ,MPTP block
COCCCNCC(=O)Nc1sc(C)c(C)c1C(=O)OC,6,-2,-3,4,-8,0.97,2,0.94,-0.7
CCN(CC)CCCNc1ccc(-c2nnc(-c3ccc(OCC(C)C)cc3)o2)cn1,0,-6,-6,-2,-2,0.99,1,1,91*
Cc1ccccc1C(=O)Nc1ccc(N(C)C)c2ccccc12,5,-5,-4,-9,3,0.97,3,0.95,-0.4
O=C(CN(C(=O)CCC(=O)Nc1nccs1)c1ccc(F)cc1)NCc1ccccc1,5,-11,8,-2,0,1,-1,0.95,-1.5
O=C(Cc1ccccc1F)OCC(=O)N1CCc2ccccc21,-4,-2,2,1,-4,1.1,-10,1,2.2
Cc1ccc(C(=O)NCCc2c[nH]c3ccccc23)c(C)c1,0,-4,-4,0,-5,1,-2,1,0.4
COc1ccccc1NC(=O)/C(=N/OCc1ccc(F)cc1)C(C)=O,-3,-5,-4,0,7,0.98,2,1,-1.7
CC(C)CCOc1ccc(NC(=O)C2OC3OC(C)(C)OC3C3OC(C)(C)OC23)cc1 (centres undefined),-8,-4,-1,0,1,1.1,-9,1.1,1.2
COc1ccc2oc(=O)c(C(=O)N3c4ccccc4CC3C)cc2c1 (centres undefined),-11,-7,-2,-5,33,1.1,-7,1.1,-1.1
C[C@H](CO)N1C[C@H](C)[C@@H](CN(C)C(=O)NC2CCCCC2)Oc2ccc(NC(=O)CCC(F)(F)F)cc2C1=O,-4,-5,-2,-4,1,1.2,-18,1,0.3
COc1ccccc1N1CCN(CC(=O)Nc2ccc(S(=O)(=O)N3CCCCCC3)cc2)CC1,-20,-3,-3,1,-47,1,-3,1.2,-1.1
COc1ccc(NC(=O)CN2CCN(c3c(C)cc(C)cc3C)CC2)cc1,-6,-5,-2,-6,4,1,-2,1.1,0.4
O=C1CC2C(=O)NCCN2C(=NC(=O)c2ccccc2)N1 (centres undefined),-17,-2,-1,-1,0,0.95,5,1.2,-0.1
COc1ccc(C(=O)Nc2scc(-c3ccc(Cl)cc3Cl)c2C(N)=O)cc1,-4,-5,-2,-2,23,1,-4,1,28
CCCOc1ccc(-c2nnn(CC(=O)N3CCCCC3)n2)cc1,-10,-6,-1,-4,8,1.1,-7,1.1,1.4
CCCn1c(SCC(=O)N(C)CC(=O)Nc2ccc(Cl)cc2)n[nH]c1=O,17,-6,-4,-1,-7,0.97,2,0.83,-1.0
O=C(COC(=O)c1ccc2c(c1)OCCO2)NCc1ccccc1Cl,-15,5,0,7,23,1.1,-10,1.2,-0.5
CN(C)C(=O)c1cnc(Sc2ncc(C(F)(F)F)cc2Cl)n1C,-4,-1,-4,2,10,1.1,-10,1,-6.7
CCCC(C)c1nnc(NC(=O)CCS(=O)(=O)c2ccccc2)s1 (centres undefined),5,66*,0,13,0,0.84,16,0.95,-0.3
COc1ccc(N(CC(=O)NC2CCCC2)C(=O)Cn2nnc(-c3ccc(C)o3)n2)cc1,-22,-7,-2,-4,-6,1.1,-8,1.2,-3.6

# Marked active in MPTP block (from the list above):
smiles	hIAP inh	APOBEC3G inh	A3A deaminase	ATG4B inh	mIAP act	mIAP inh	hIAP activ	MPTP block
CCN(CC)CCCNc1ccc(-c2nnc(-c3ccc(OCC(C)C)cc3)o2)cn1	0	-6	-2	-2	0.99	1	1	91*

# Next section
SMILES,hIAP inh,APOBEC3G inh,MIN6 prolif,A3A deaminase,ATG4B inh,mIAP act,mIAP inh,hIAP activ,MPTP block
O=C(CN1CCOCC1)Nc1cccc(C(=O)Nc2cccc(C(F)(F)F)c2)c1,-5,-6,1,-5,-8,1.1,-9,1,1.5
CCN(CC)CCNC(=O)c1cc2c(=O)n(CC)c3ccccc3c2s1,1,-5,-3,1,2,0.94,6,0.99,1.4
Cc1ccc(NC(=O)Cn2nc(C(=O)O)c3ccccc3c2=O)cc1S(=O)(=O)N1CCOCC1,3,3,1,2,-15,1.1,-6,0.97,-1.1
CCn1c(=N)n(CC(O)COc2ccc(C)cc2)c2ccccc21 (centres undefined),-8,0,2,4,-5,1.1,-11,1.1,1.7
Cc1c(Cl)cnc(NC(=O)COC(=O)C(NC(=O)c2ccco2)C(C)C)c1Cl (centres undefined),10,0,2,4,14,1,-5,0.9,-1.9
COc1ccc(N2CCN(C(=O)c3cccc(NS(=O)(=O)c4cccc(F)c4)c3)CC2)cc1,23,-3,0,-4,1,0.96,4,0.77,2.8
O=C(Nc1cccc(Cl)c1)Nc1ccc(Br)cc1F,7,3,0,4,-6,1.6,-56,0.93,75*
CCCN1CCN(C(=O)c2cc3c(s2)-c2ccccc2OC3)CC1,10,4,-4,1,·,0.85,15,0.9,0.9
Cc1ccnc(NS(=O)(=O)c2ccc(NC(=O)C3CCCCC3)cc2)n1,0,-9,-1,-3,-2,1,-3,1,-0.5
CCOCCCN(C(=O)c1snc(C(N)=O)c1N)C(C(=O)NCCC(C)C)c1ccc(F)cc1 (centres undefined),-21,-4,0,-4,0,1.1,-7,1.2,1.5
CCc1nnc(NC(=O)CSc2nnc(CNc3ccc(Cl)cc3)o2)s1,-7,0,-3,4,-4,0.85,15,1.1,12
COc1cc(C2c3c(oc4ccccc4c3=O)C(=O)N2CCN2CCOCC2)cc(OC)c1OC (centres undefined),-6,-2,6,2,-3,0.93,7,1.1,-0.1
O=C(O)c1ccc(N2C(=O)CC(SC(=NCc3ccc4c(c3)OCO4)Nc3ccccc3)C2=O)cc1 (centres undefined),-6,-6,-5,-4,-3,1,-3,1.1,3.4
COC(=O)N/N=C\c1c(C)[nH]n(-c2ccccc2)c1=O,-9,-6,-1,-1,-3,0.89,11,1.1,-1.1
C=CCn1c(SC(C)C(=O)NC2CC2)nnc1-c1ccoc1C (centres undefined),0,-8,0,-1,1,1.1,-8,0.99,-0.7
CCOC(=O)C1(CCc2ccccc2)CCN(C(=O)CN2CCOC2=O)CC1,14,-1,0,0,6,1,0,0.86,-0.3
CC(C)COC(=O)C(C)Nc1n[nH]c(=S)[nH]c1=O (centres undefined),-1,-6,4,-1,-2,0.92,8,1,-2.4
CN(C)C(=O)CSC1c2ccccc2C(=O)N1c1ccccc1 (centres undefined),10,-4,-4,2,0,0.95,5,0.9,-1.4
C[C@@H](CSc1ccc(Br)cc1)CN1CC[C@H](C(C)(C)C)CCC1=O,5,-1,-7,2,-3,1,-1,0.95,-1.1
Cc1nn(-c2ccccc2)c(Cl)c1/C=C1\SC(=S)NC1=O,-22,-6,-4,-6,3,0.93,7,1.2,54*
Cc1cccc(S(=O)(=O)C(C#N)c2nc3ccccc3nc2N2CCOCC2)c1 (centres undefined),-9,2,-4,7,-7,1.1,-7,1.1,15
Cc1cccc(NC(=O)c2cccc(NC3=NC4CS(=O)(=O)CC4S3)c2)c1 (centres undefined),-8,-6,-3,-2,-1,0.98,2,1.1,-1.0
CCC(CC)C(=O)N=C1SC2CS(=O)(=O)CC2N1CCc1ccc(OC)c(OC)c1 (centres undefined),6,-8,5,-3,-3,0.94,6,0.94,3.3
CN(C)C(=O)CSc1cccc2cccnc12,-14,-4,-5,3,-3,0.95,5,1.1,0.8
O=C(c1ccc(F)cc1F)N1CCN(c2ccccn2)CC1,5,1,1,1,3,1,-1,0.95,-1.7
CCn1c(=O)cc(SCC(=O)N2CCN(c3ccccc3F)CC2)c2ccccc21,-13,-5,-5,-4,-15,1.1,-12,1.1,3.6
C=C(C)C1CC=C(CN2CCC(C(=O)OCC)CC2)CC1 (centres undefined),0,-7,-1,-5,1,1,-2,1,0.4
COc1ccccc1-c1nnc(SC/C(O)=C(\C#N)c2nc3ccccc3[nH]2)n1C1CCCCC1,-27,-6,-1,2,13,1,0,1.3,6.6
COc1ccc(-c2csc(NC(=O)c3cc(=O)c4ccccc4o3)n2)cc1OC,10,-7,0,-2,-1,0.98,2,0.9,2.2
Cn1c(-c2ccc(F)cc2)cnc1NCc1ccccc1,1,12,-1,5,7,1.1,-6,0.99,0.5
Cn1c(SCC(=O)N2CCCCCC2)nnc1-c1ccco1,4,-10,0,-3,-1,1,0,0.96,-0.7
O=C(CN1C(=O)/C(=C/c2ccc(F)cc2)SC1=S)NC1CCS(=O)(=O)C1 (centres undefined),-37,-7,-1,-7,4,0.88,12,1.4,-0.5
COc1ccc(N=C2NC(=O)C(CO)(CO)S2)cc1,-8,-6,-2,-2,4,0.93,7,1.1,-1.3
COCCn1c(SCC(=O)Nc2cccc(S(N)(=O)=O)c2)nc2ccccc21,0,-4,6,3,-13,0.96,4,1,0.1
CCCCN1CCc2c([nH]c3ccccc23)C1=O,-17,-2,0,1,-5,0.94,6,1.2,0.4
Cc1c(Cl)cccc1NC(=O)CNC(=O)C1CCN(C(=O)Nc2ccccc2)CC1,-2,-7,-3,-5,0,0.94,6,1,0.4
CC(C)NC(=O)/C(=N\O)c1ccccc1,1,-3,-4,0,-3,0.99,1,0.99,-1.2
CC1CCCN(C2(O)C(=O)Nc3c(C(F)(F)F)cccc32)C1 (centres undefined),24,-4,-2,1,3,0.98,2,0.76,-1.1
O=C(O)COCC(=O)Nc1ccc2c(c1)CCC2,5,-5,-1,-1,-9,0.96,4,0.95,-1.4
Cc1ccc(NC(=O)c2c(C)noc2C)cc1S(=O)(=O)N1CCOCC1,2,12,-1,4,-3,0.99,1,0.98,0.5

# As entered above.
# `O=C(CN1C(=O)/C(=C/c2ccc(F)cc2)SC1=S)NC1CCS(=O)(=O)C1` (centres undefined) @ MIN6 prolif = -1
# `CN(C)C(=O)CSc1cccc2cccnc12` @ mIAP act = 0.95

# Carrying on.
SMILES,hIAP inh,APOBEC3G inh,MIN6 prolif,A3A deaminase,ATG4B inh,mIAP act,mIAP inh,hIAP activ,MPTP block
O=S(=O)(c1ccccc1F)N1CCCc2ccccc21,3,-9,1,-3,6,0.93,7,0.97,-1.5
O=C(Cn1c(=S)[nH]c2ccccc2c1=O)N1CCN(c2ccccc2)CC1,-13,1,-2,3,7,0.98,2,1.1,-0.4
Cc1ccc(C)c(NC(=O)CN(C)C(=O)c2ccccc2OCc2c(C)noc2C)c1,1,-8,3,-3,-2,0.97,3,0.99,-0.5
COc1ccc(/C=N/N2C(C)CCCC2C)cc1O (centres undefined),-13,-7,0,1,3,1,-3,1.1,0.0
C/C=C\C=C/C(=O)Nc1cccc(C2=NOC3(C2)C[C@@H](C(N)=O)N(C(=O)c2ccc(Cl)cc2)C3)c1 (some centres undefined),-2,2,-5,-4,2,1,-4,1,-0.8
Cc1ccc(S(=O)(=O)N2CCCCC2)cc1NC(=O)CCNC(=O)c1ccccc1,5,-4,-2,-2,0,0.92,8,0.95,-1.1
O=C1NCCCC1C(=O)N/N=C/c1cc([N+](=O)[O-])ccc1O (centres undefined),-26,1,0,3,3,0.89,11,1.3,0.4
O=C(CCCc1cccs1)Nc1nccs1,-10,-2,1,4,6,1,-2,1.1,-0.7
C=CCOC(=O)N1CCN(c2cccc(C(F)(F)F)c2)CC1,-4,3,2,2,0,1,-2,1,0.2
Cc1ccc(NC(=O)CNc2cc(S(=O)(=O)N3CCOCC3)ccc2NCC2CCCO2)cc1F (centres undefined),-13,-4,-2,-2,5,0.99,1,1.1,1.0
O=C(/C=C/c1ccccc1)N/C(=C/c1ccccc1)C(=O)Nc1ccc(C(=O)O)cc1,-5,2,0,2,4,0.93,7,1.1,4.0
CCOc1cc(N2CCOCC2)c(OCC)cc1NC(=O)CCS(=O)(=O)c1ccc(Cl)cc1,2,1,-1,5,-15,0.94,6,0.98,0.0
